LEDGF integ inh – blockers of LEDGF/p75-dependent integrase strand transfer – biochemical, TR-FRET, high throughput, primary screen. HIV-1 integrase (with human LEDGF/p75). TR-FRET IN-LEDGF/p75 DNA integration, Eu/Cy5. inhibition, % at 3.7 µM. 370,000 compounds, 0.64% hits. AID 743269, 2014;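 active = inhibition above the screen-wide mean plus 3 SD, cut at about 13% in these data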;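 note: signal is the Cy5 over europium emission ratio at 671 and 618 nm; 0% = plate median of compound wells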
PRMT1 FP inh – PRMT1 methyltransferase inhibitors, primary screen, biochemical, fluorescence polarization; inhibition, % at 2.79 µM; 370,000 compounds, 1.3% hits; recombinant PRMT1, activity-based probe fluorescence polarization; Protein arginine N-methyltransferase 1 (Homo sapiens), Q99873;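 active = inhibition above about 21% made by adding two undisclosed values, limit read from the data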
rCAG binder – binders of r(CAG) RNA repeats, primary screen, biochemical, fluorescence; r(CAG) RNA repeat, TO-PRO-1 dye displacement fluorescence; inhibition, % at 3 µM; 370,000 compounds, 1.3% hits;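 active = inhibition above the plate cutoff, the mean of all test compounds on that plate plus 3 SD, cut at about 35% in these data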;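 note: 0% = DMSO alone and 100% = 100 µM mitoxantrone as full dye displacement; higher means more dye released from RNA so lower well fluorescence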
SIAE primary – human SIAE inhibitors, primary screen, biochemical, fluorescence polarization, FP-Rh probe, 1536-well HTS; inhibition, % at 9.66 µM; AID 1053197, 2014; Sialate O-acetylesterase (Homo sapiens), Q9HAT2; SIAE FP-Rh probe binding; 370,000 compounds, 0.69% hits;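 active = inhibition above a cutoff: mean of compounds within the control limits plus 3 SD of those, cut at about 17% in these data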;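 note: 0% = plate median of compound wells and 100% = probe without SIAE protein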
mABHD4 FP – ABHD4 inhibitors, primary screen, biochemical, fluorescence polarization, mouse; (Lyso)-N-acylphosphatidylethanolamine lipase (Mus musculus), Q8VD66; purified mABHD4, FP-Rh probe fluorescence polarization; inhibition, % at 8.92 µM; 370,000 compounds, 0.54% hits; AID 720543, 2013;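 active = inhibition exceeding the mean over every tested compound plus 3 SD, cut at about 30% in these data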;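 note: 0% = plate median of compound wells and 100% = S159A mutant with DMSO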
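Test system: mABHD4 protein; Read-out basis: % inhibition; Incubation: 45 min + 60 min at 25 °C; Repeats: single replicate; Technique: fluorescence polarization with parallel and perpendicular emission, 525/598 nm; Compound: 8.92 µM, single dose; Benchmarks: full inhibition S159A mutant plus DMSO, zero as sample-well median.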
HTRA1 inhibitor – HTRA1 serine protease inhibitors, primary screen, biochemical, fluorescence polarization, HTS; 340,000 compounds, 0.5% hits; inhibition, % at 5.96 µM; Q92743; recombinant HTRA1, FP-rhodamine activity-based probe; AID 504803, 2011; in the data active = inhibition above about 36%;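 note: 0% = enzyme with DMSO and 100% = wells lacking enzyme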
NPR2 activator – human GC-B receptor activators, primary screen, HEK293 GC-B cells, cGMP TR-FRET, EC30 CNP; AID 1920062, 2024; 0% at EC30 CNP, 100% saturating CNP; 370,000 compounds, 0.11% hits; activation, % at 10 µM;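 active = activation at 10 µM reaching about 35% in either raw or pattern-adjusted values, limit read from the data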
TCR-CD3 inh – inhibitors of human TCR-CD3 interaction, primary screen, biochemical, fluorescence, TAMRA-labeled TCR probe; inhibition, % at 9.4 µM; AID 651800, 2012; 360,000 compounds, 0.37% hits; T-cell receptor (TCR); in the data active = inhibition above about 19%;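 note: recombinant mutant TCR 2C K166C tagged with TAMRA read by polarization; 0% = receptor in buffer alone and 100% = receptor with positive control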
TDP2 inh – human TDP2 enzyme inhibitors, primary screen, biochemical, epi absorbance, recombinant enzyme. T5PNP hydrolysis, p-nitrophenol absorbance 415 nm. Tyrosyl-DNA phosphodiesterase 2 (Homo sapiens), O95551. 370,000 compounds, 0.34% hits. inhibition, % at 12.8 µM;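 active = inhibition above the mean of all tested compounds plus 3 SD, set per campaign, cut at about 25% in these data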;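 note: 0% = DMSO with enzyme and 100% = buffer with substrate but no TDP2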
Target sequence (O95551 whole entry, looked up): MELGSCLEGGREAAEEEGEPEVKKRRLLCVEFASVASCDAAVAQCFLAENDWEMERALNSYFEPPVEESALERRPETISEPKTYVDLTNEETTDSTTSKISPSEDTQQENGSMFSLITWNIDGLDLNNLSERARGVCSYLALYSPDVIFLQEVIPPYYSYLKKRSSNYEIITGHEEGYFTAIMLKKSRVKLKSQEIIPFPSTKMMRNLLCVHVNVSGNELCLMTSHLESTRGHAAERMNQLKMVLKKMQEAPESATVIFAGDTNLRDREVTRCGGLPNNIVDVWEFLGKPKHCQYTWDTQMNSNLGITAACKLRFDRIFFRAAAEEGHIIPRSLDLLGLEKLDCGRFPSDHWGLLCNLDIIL
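System: recombinant human TDP2 / Amount: 120 nM TDP2 per well / Also added: 5 mM T5PNP chromogenic substrate / Doses: 12.8 µM single point, 1% DMSO / Incubation: 2 h at 37 °C / Detection: p-Nitrophenol epi absorbance / Evaluation: % inhibition relative to enzyme-containing and enzyme-free wells / Repeats: singlicate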
MBD2 DNA inh – inhibitors of MBD2 binding to methylated DNA, primary screen, biochemical, TR-FRET, DNA-binding domain, human | Methyl-CpG-binding domain protein 2 (Homo sapiens), Q9UBB5 | MBD2 binding to methylated oligonucleotide | inhibition, % at 4.4 µM | 370,000 compounds, 0.31% hits; in the data active = inhibition above about 13%
Target sequence (Q9UBB5 whole entry, looked up, the tested form may be a part): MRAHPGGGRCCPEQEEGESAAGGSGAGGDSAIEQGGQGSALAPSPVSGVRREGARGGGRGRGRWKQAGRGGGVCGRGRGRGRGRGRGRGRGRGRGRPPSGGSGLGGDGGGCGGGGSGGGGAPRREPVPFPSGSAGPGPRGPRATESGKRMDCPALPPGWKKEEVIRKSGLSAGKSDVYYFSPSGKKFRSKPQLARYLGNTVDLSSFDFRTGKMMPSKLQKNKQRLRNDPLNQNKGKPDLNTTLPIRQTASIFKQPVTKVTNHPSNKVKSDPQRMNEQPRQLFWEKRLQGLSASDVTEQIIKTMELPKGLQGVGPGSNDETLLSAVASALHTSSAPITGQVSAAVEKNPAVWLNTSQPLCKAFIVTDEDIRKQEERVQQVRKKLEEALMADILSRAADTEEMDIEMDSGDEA
The depositor's hits bear a star; . = no result given. Some of the compounds tested; count on the stated rates, not on these rows.

#	molecule	LEDGF integ inh	PRMT1 FP inh	rCAG binder	SIAE primary	mABHD4 FP	HTRA1 inhibitor	NPR2 activator	TCR-CD3 inh	TDP2 inh	MBD2 DNA inh
1	CC(Cc1ccccc1)/[N+]([O-])=C\c1ccc(C(F)(F)F)cc1 (stereo not drawn)	-1.9	2.4	-2.4	6.3	-3.9	3.4	-1.7	-7.8	-0.5	2.4
2	C=CCN1C[C@H](C)N(C(c2ccc(C(=O)N(CC)CC)cc2)c2cccc(OC)c2)CC1C (stereo partly drawn)	1.1	-6.7	-1.1	2.6	-6.0	.	0.4	-4.2	-3.4	-1.0
3	Cc1ccc(O)c(CN2CCC3CCC(C3)C2)c1 (stereo not drawn)	-4.1	1.4	0.4	2.6	-2.3	-0.8	-7.8	0.1	-0.4	-0.2
4	CCCCS(=O)(=O)N1CCN(C(=N)N[N+](=O)[O-])CC1	1.2	-1.6	-1.7	-1.0	1.0	.	2.6	6.9	16.8	-5.0
5	O=C1NC(=O)N(C2CCCCC2)C(=O)C1C1c2ccccc2C(=O)N1Cc1ccccc1 (stereo not drawn)	0.1	3.5	2.1	-5.8	5.1	8.0	5.2	-6.3	8.9	-0.4
6	O=C(N/N=C/c1c(O)n(Cc2ccccc2)c(=O)[nH]c1=O)c1ccccc1O	-3.7	2.5	81.0*	28.1*	60.8*	34.8	-4.2	74.0*	-3.9	-0.3
7	COc1cccc(-c2cc(C(F)(F)F)n3nc(C(=O)N4CCC5(CC4)OCCO5)cc3n2)c1	1.6	-1.7	-0.2	4.2	-2.2	3.8	19.2	-2.9	2.7	-3.9
8	CCCCN1CCC(O)(c2ccccc2)C(C(=O)c2ccccc2)C1 (stereo not drawn)	-2.0	1.4	-1.0	3.1	-3.1	-3.8	-7.8	0.1	-1.7	3.9
9	CCN1CCN(Cc2cc3c(cc2[N+](=O)[O-])OCO3)CC1	-2.2	1.5	-0.7	13.9	10.0	4.5	11.6	-2.4	9.4	-2.3
10	O=c1[nH]c(=O)n(Cc2ccc(F)cc2)c(O)c1C=NCCCn1ccnc1	0.2	0.6	-0.1	11.3	1.1	2.2	5.7	4.3	-0.7	6.0
11	C[C@]12CCC(=O)C[C@H]1CC[C@@H]1[C@@H]2CC[C@]2(C)C(=O)CC[C@@H]12	-1.8	0.8	-6.5	3.5	-3.3	3.0	1.2	-5.4	4.7	3.6
12	CCN1CCC2(CCNC2)C1 (stereo not drawn)	2.4	0.2	1.7	-6.1	1.9	0.7	6.7	-0.1	-3.4	0.2
13	COc1ccc(CCn2c(O)c(C=NC3CC3)c(=O)[nH]c2=O)cc1OC	0.2	0.6	-6.8	-1.9	3.4	3.7	-2.7	-1.2	8.0	-0.8
14	CCN1C(=O)NC(=O)C2(CCCC2)C1=O	-2.4	0.8	-0.1	-0.3	13.3	5.5	12.9	-9.3	-5.6	3.1
15	O=c1[nH]c(=O)n(Cc2ccco2)c(O)c1C=NCCN1CCNCC1	4.1	-4.2	-1.7	-0.4	0.3	2.2	-2.8	1.0	-0.9	-4.8
16	CN1CCCC(C(=O)c2ccc(-c3ccccc3)cc2)C1 (stereo not drawn)	-1.0	-2.2	-1.2	3.9	6.5	7.5	-0.9	3.5	19.3	3.0
17	Cc1ccc2c(c1)N(C(C)C(=O)N1CCC3(CC1)OCCO3)C(=O)CO2 (stereo not drawn)	-1.1	2.9	-2.7	-0.7	2.2	-0.2	-4.9	1.2	0.5	3.8
18	COC(=O)C1=C(c2ccc(OC(F)(F)F)cc2)C[C@@H]2CC[C@H]1N2C(=O)NCCO	-0.1	3.1	-6.8	0.6	8.4	-9.2	6.4	-8.9	-1.7	-1.8
19	CCCCn1c(N)c(N(CCOC)C(=O)CN2CC=C(c3ccccc3)CC2)c(=O)[nH]c1=O	0.2	-2.0	-1.5	2.3	0.1	1.6	-2.4	-0.5	5.1	-4.9
20	COC(=O)C1=C(c2ccc(F)cc2OCc2ccccc2)C[C@@H]2CC[C@H]1N2C(=O)NCc1cccc(OC)c1	-1.3	0.5	9.5	2.8	-8.8	-48.7	-4.2	1.4	-1.1	1.0
21	CN(C)C(=O)Oc1ccc2c(=O)c(Oc3ccccc3Br)coc2c1	0.8	-0.8	-2.1	-0.3	0.9	2.9	0.6	0.3	3.5	0.5
22	O=C(c1cc2c(s1)CCCC2)N1CCC2(CC1)OCCO2	-3.4	-1.5	-4.6	-1.4	6.7	0.7	3.1	-4.5	-3.7	4.2
23	Cc1cc(=O)oc2cc(OCC(=O)N3C[C@H]4C[C@@H](C3)c3cccc(=O)n3C4)ccc12	1.9	-1.4	-0.7	-2.7	1.5	-2.1	-2.1	9.9	1.8	-3.4
24	CCNC(=O)[C@H]1O[C@@H](n2cnc3c(N)ncnc32)[C@H](O)[C@@H]1O	-0.1	0.6	2.8	-10.5	-0.3	7.0	-1.8	10.3	-5.3	-0.9
25	Cn1c(O)c(C(=Nc2ccccc2)SCc2ccc(Cl)cc2)c(=O)n(C)c1=O	-1.2	5.5	5.9	0.5	7.3	-0.5	-11.6	8.2	-13.8	-4.4

The final 2 entries of the part above are carried over, then new ones follow:
#	molecule	LEDGF integ inh	PRMT1 FP inh	rCAG binder	SIAE primary	mABHD4 FP	HTRA1 inhibitor	NPR2 activator	TCR-CD3 inh	TDP2 inh	MBD2 DNA inh
24	CCNC(=O)[C@H]1O[C@@H](n2cnc3c(N)ncnc32)[C@H](O)[C@@H]1O	-0.1	0.6	2.8	-10.5	-0.3	7.0	-1.8	10.3	-5.3	-0.9
25	Cn1c(O)c(C(=Nc2ccccc2)SCc2ccc(Cl)cc2)c(=O)n(C)c1=O	-1.2	5.5	5.9	0.5	7.3	-0.5	-11.6	8.2	-13.8	-4.4
26	C#C[C@]1(O)CC[C@H]2[C@@H]3CCC4=CC(=O)CC[C@]4(C)[C@H]3CC[C@@]21C	-0.4	-1.8	-0.2	7.7	-3.3	6.6	1.3	19.6*	5.6	2.3
27	COc1ccc(/C=C2\C(=O)NC(=O)N(Cc3ccccc3)C2=O)c(OC)c1OC	3.6	13.9	9.4	2.6	10.9	5.4	0.9	-7.6	-11.2	-1.1
28	NS(=O)(=O)c1cccc(N2CCNCC2)c1	-0.8	0.7	1.9	5.8	-3.4	0.5	1.8	-2.0	-1.3	5.8
29	O=P(O)(O)COc1ccccc1O	0.7	1.8	-2.5	4.2	-0.9	-0.5	1.4	-7.1	13.1	3.0
30	Cc1ccc(NP(=O)(Oc2ccccc2)Oc2ccccc2)cc1	-1.6	-1.1	-1.5	2.0	3.3	-5.5	-1.4	9.6	3.2	-5.0
31	CC(=O)N1CCCSC1=Nc1ccccc1	2.6	-4.2	0.5	-3.8	-4.7	0.1	-0.6	-0.2	16.1	-1.8
32	CC(C)NS(=O)(=O)c1ccc(OCC(=O)N2CCN(C)CC2)cc1	4.6	-4.2	0.5	-2.4	-1.5	0.9	-1.4	4.6	0.7	-1.1
33	Brc1ccccc1CNCCc1ccc2c(c1)OCO2	-3.3	-1.7	-5.2	2.1	20.0	-4.2	-9.9	-3.6	8.6	0.2
34	Cc1ccccc1CN1CCN(C(=O)Cc2ccccc2)CC1	0.2	-1.8	-3.6	6.2	9.1	4.4	-2.6	-1.0	14.5	2.5
35	CC(=O)c1c(C)n(Cc2ccccc2Cl)c2ccc(O)cc12	0.5	-3.5	0.9	5.2	1.8	-0.4	9.9	-1.5	-3.2	-0.2
36	Cc1cccc(C(O)(C(=O)O)c2ccccc2)c1 (stereo not drawn)	3.3	-3.3	1.0	-3.4	-3.5	0.7	-1.6	3.6	4.0	-0.7
37	Cc1cccc(-n2c(C)nc3ccccc3c2=O)n1	1.4	-2.2	4.3	-3.9	3.4	2.0	-8.6	4.1	-3.8	-3.7
38	NS(=O)(=O)c1ccc(N2CCNCC2)cc1	0.4	-1.7	1.6	0.5	-1.4	0.4	1.8	9.6	-3.6	0.3
39	COC(=O)N1Cc2ccccc2-n2nncc2C1	-3.2	-1.7	1.1	1.1	-0.8	5.0	3.8	0.6	5.9	-2.1
40	C[C@]12CCC(=O)C=C1C=CC1C2CC[C@@]2(C)C1CC[C@@H]2O (stereo partly drawn)	3.7	-1.5	0.7	1.4	0.3	-5.6	-8.6	5.0	0.6	2.5
41	Cc1cc(C)nc(N2Cc3ccccc3C2=N)n1	-1.2	-0.7	7.0	-2.0	-0.5	4.6	-4.5	9.0	2.7	4.8
42	CC(C)Oc1ccc(C2(C#N)CC[N+](C)(C)CC2)cc1	-1.8	0.6	-2.5	-7.8	-6.5	0.4	4.7	0.1	-6.6	7.6
43	O=C(Nc1ccc(C(=O)O)cc1)Oc1ccc(N(CCCl)CCCl)cc1	1.4	1.2	2.8	11.2	0.8	.	-3.8	-6.2	-10.1	1.1
44	COc1ccc(C)cc1NC1=NC(C)(C)CS1	12.5	-8.7	-4.9	4.5	-4.8	-1.1	2.0	8.5	-8.5	1.5
45	O=C(c1cccc(Cl)c1)C1CCCN(Cc2cccc3cnccc23)C1 (stereo not drawn)	1.0	-1.5	-3.0	0.0	2.4	-14.8	-2.2	-2.0	-5.4	-0.8
46	C=COCCn1c(C)c(C(C)=O)c2cc(O)ccc21	-2.3	1.9	1.3	-2.2	2.6	8.0	-1.7	-5.9	-2.9	3.3

Source: PubChem
